# MT1-MMP txn act: MT1-MMP promoter reporter activation – cell-based, luciferase luminescence, primary screen; HT1080 MT1-MMP promoter luciferase reporter, overnight; active compounds read high; activation factor at 10 µM; actives 0.16% (n = 86,000); AID 750, 2007;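 active means activation factor of at least 2 for MT1-MMP transcription at 10 µM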
# Mac1 fbg enh: enhancers of CD11b/CD18 adhesion to fibrinogen, primary screen, K562 cells, luminescence. AID 1499, 2009. actives 0.07% (n = 93,000). activation, % at 10 µM. Integrin beta-2 (Homo sapiens) + Integrin alpha-M (Homo sapiens), P05107+P11215. ATPlite luminescence;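 active means 10 µM primary screen giving 50% or more activity, confirmed by 40% or more on retest at that dose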; further: strong numbers were not always called active; reference of the scale not given here
# ERa coact inh: ERα–SRC-1 coactivator interaction inhibitors, primary screen, biochemical, TR-FRET, ERα LBD, estradiol-bound | Estrogen receptor (Homo sapiens), P03372 | TR-FRET ER-alpha LBD / SRC-1 peptide | inhibition, % at 25.6 µM | actives 1.7% (n = 86,000); in the data active means inhibition above about 50%;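 further: 0% = receptor plus peptide control and 100% = peptide only without receptor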
# FAK blocker: FAK kinase inhibitors, primary screen, biochemical; AID 727, 2007; Focal adhesion kinase 1 (Homo sapiens), Q05397; biochemical FAK kinase activity assay; actives 0.84% (n = 97,000); inhibition, %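 (tested at 7 µM)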; in the data active means inhibition above about 19%;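 further: 0% = DMSO and 100% = reference compound high control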
# ERb coact inh: inhibitors of ERβ-SRC1 coactivator interaction, primary screen, biochemical, TR-FRET, ERβ LBD, SRC-1 peptide; Estrogen receptor beta (Homo sapiens), Q92731; TR-FRET ER-beta LBD / SRC1-Cy5 peptide binding; receptor agonist-loaded with 1 µM estradiol; inhibition, % at 25.6 µM; actives 1.3% (n = 86,000);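 active means compounds whose percent inhibition of the receptor-coactivator binding signal exceeds about 50% in the single-dose screen, limit read from the data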;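 further: 0% = receptor plus peptide wells without compound and 100% = peptide-only wells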
# Target sequence (Q92731 whole entry, looked up, the tested form may be a part): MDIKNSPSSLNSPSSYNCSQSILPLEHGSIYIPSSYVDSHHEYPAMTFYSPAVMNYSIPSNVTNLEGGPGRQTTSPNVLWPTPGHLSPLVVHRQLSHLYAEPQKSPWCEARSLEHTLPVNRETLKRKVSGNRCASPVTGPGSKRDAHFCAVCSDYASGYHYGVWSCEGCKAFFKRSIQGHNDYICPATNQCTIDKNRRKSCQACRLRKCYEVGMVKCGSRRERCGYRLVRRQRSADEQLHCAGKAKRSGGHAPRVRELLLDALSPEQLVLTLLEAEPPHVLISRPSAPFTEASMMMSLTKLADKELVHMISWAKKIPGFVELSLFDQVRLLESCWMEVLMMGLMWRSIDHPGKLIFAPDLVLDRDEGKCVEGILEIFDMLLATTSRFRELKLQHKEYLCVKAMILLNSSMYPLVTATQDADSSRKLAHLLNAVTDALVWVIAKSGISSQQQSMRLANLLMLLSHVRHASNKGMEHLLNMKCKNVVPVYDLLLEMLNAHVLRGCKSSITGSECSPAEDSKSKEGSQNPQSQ
# Mac1 fbg inh: inhibitors of CD11b/CD18 adhesion to fibrinogen, primary screen, K562 cells, luminescence; Integrin beta-2 (Homo sapiens) + Integrin alpha-M (Homo sapiens), P05107+P11215; ATPlite luminescence; Mn2+ added to activate the integrin; inhibition, % at 10 µM; actives 0.54% (n = 93,000); AID 1497, 2009;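 active means primary inhibition of 50% or more at 10 µM, then 40% or more on retest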; further: some results filed as inactive read as strong as hits
# Ecoli WT expand: growth inhibitors of wild-type E. coli, primary screen, strain BW25113, expanded library, OD600; OD600 absorbance; growth inhibition, % at 100 µM; actives 0.15% (n = 98,000); AID 710, 2007;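 active means growth inhibition above about 50% at one test dose, limit read from the data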;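 further: growth measured after 20 h incubation at 37 °C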
# ERa SRC1 pot: enhancers of ERα–SRC-1 coactivator binding, primary screen, biochemical, TR-FRET, ERα LBD, low estradiol | Estrogen receptor (Homo sapiens), P03372 | TR-FRET ERalpha-LBD/SRC-Cy5 coactivator binding, 2 h; 100 = basal binding, no effect | coactivator binding (% of control), % at 25.6 µM | actives 1.3% (n = 86,000) | AID 639, 2007; in the data active means activity above about 200%;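 further: binding measured in presence of low estradiol as agonist stimulus; 0% = peptide alone without receptor and 100% = receptor with peptide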
# PLAP act: PLAP enzyme activators, biochemical, luminescence, HTS | AID 696, 2007 | actives 1.2% (n = 96,000) | purified PLAP enzyme, luminescent substrate read-out; active compounds read high | activation fold at 20 µM; in the data active means activation fold above about 2
# Target sequence (P05187 whole entry, looked up): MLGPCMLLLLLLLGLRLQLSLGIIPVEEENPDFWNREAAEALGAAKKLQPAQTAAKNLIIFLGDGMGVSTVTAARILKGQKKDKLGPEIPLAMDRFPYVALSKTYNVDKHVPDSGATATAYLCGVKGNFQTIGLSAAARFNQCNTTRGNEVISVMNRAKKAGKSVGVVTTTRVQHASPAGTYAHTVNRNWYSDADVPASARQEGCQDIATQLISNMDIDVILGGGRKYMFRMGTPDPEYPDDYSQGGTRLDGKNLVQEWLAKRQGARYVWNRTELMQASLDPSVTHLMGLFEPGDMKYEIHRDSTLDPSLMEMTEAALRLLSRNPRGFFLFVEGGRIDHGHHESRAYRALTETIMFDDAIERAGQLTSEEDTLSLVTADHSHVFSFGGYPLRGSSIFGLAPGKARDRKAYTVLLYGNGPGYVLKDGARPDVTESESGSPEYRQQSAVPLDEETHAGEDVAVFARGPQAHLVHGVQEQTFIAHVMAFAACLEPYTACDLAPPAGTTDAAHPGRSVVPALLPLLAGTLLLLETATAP
# Numbers without * were called inactive; / = no result given; [ ] = another dose, or the depositor's remark.
(1) Cc1ccnc(NC(=O)CCC(=O)N(CC(=O)NC2CCCCC2)CC2CCCO2)c1 (stereo unspecified)
(2) Cc1ccc(N2C(=O)CC(N(O)C3CC(=O)N(c4ccc(C)cc4)C3=O)C2=O)cc1 (stereo unspecified)
(3) CS(=O)(=O)N(CC(=O)N1CCN(c2ccccc2)CC1)c1ccccc1Cl
(4) COc1ccc(Cn2c(N)c(S(=O)(=O)c3cccs3)c3nc4ccccc4nc32)cc1
(5) Cc1cc(NS(=O)(=O)c2ccc(Nc3nc(-c4sc(NC(=O)c5ccccc5)nc4C)cs3)cc2)no1
(6) CCOC(=O)c1c(C)[nH]c(C(=O)OCC(=O)NC2CCS(=O)(=O)C2)c1C (stereo unspecified)
(7) Cc1cnc(NC(=O)CSc2nnc(-c3ccc(Cl)cc3Cl)n2N)s1
(8) CCCCOc1ccccc1C(=O)NCC(=O)O
assay / compound,1,2,3,4,5,6,7,8
MT1-MMP txn act,1.2,1.2,1.1,/,1.1,1.2,1.1,1.2
Mac1 fbg enh,2,0,/,-2,-5,/,/,4
ERa coact inh,-2[fluorescence artefact?],-2,-1,/,12,-6,6,-2[fluorescence artefact?]
FAK blocker,-5,/,1,-8,-1,0,-1,/
ERb coact inh,-5,3,0[fluorescence artefact?],/,-3,-13,-1,-1
Mac1 fbg inh,-4,-3,/,-11,79*,/,/,18
Ecoli WT expand,-7,7,/,-11,-10,-1,10,-19
ERa SRC1 pot,125,113,117[fluorescence artefact?],/,61[fluorescence artefact?],102,88,95
PLAP act,1.5,1.2,/,0.9,1.8,1,0.9,0.9

(9) Cc1ccc(NC(=O)NC2=N/C(=C(/C#N)C(=O)N3CCCC3)c3ccccc32)cc1
(10) CC1CCCCC1NC(=O)c1cncc(Br)c1 (stereo unspecified)
(11) CC(C)C1C(C#N)=C(N)Oc2n[nH]c(-c3ccc4ccccc4c3)c21 (stereo unspecified)
(12) O=C1c2ccccc2C2(c3ccccc3)NCCN12 (stereo unspecified)
(13) CC(C)CC(=O)NN(C)c1nc(-c2ccccc2)nnc1C(F)(F)F
(14) O=C(CCC(=O)OCC(=O)c1ccc(-c2ccccc2)cc1)Nc1cccc2cccnc12
(15) CC(=O)Nc1nonc1NC(=O)CSC1=NCCS1
(16) COc1ccccc1-n1cnnc1SCC(=O)Nc1nc(C)c(Cl)cc1Cl
assay / compound,9,10,11,12,13,14,15,16
MT1-MMP txn act,1.1,1.3,1.2,1,1.1,/,1,1.1
Mac1 fbg enh,2,-3,-5,-2,0,-2,-8,61
ERa coact inh,-8[fluorescence artefact?],10,14,1,-2,/,-6,-1
FAK blocker,/,10,0,/,-2,-4,-2,2
ERb coact inh,-6[fluorescence artefact?],-8,34,4,-9,/,-9,40
Mac1 fbg inh,-11,-9,16,-1,8,-5,23,1
Ecoli WT expand,/,1,-4,-11,-2,-19,-3,-4
ERa SRC1 pot,102,96,45,105,111,/,105,90
PLAP act,1.1,0.9,1.2,0.9,0.9,0.9,1.3,1.4

# Grouped by structure: the entries above containing a halogen (5)
(3) CS(=O)(=O)N(CC(=O)N1CCN(c2ccccc2)CC1)c1ccccc1Cl
(7) Cc1cnc(NC(=O)CSc2nnc(-c3ccc(Cl)cc3Cl)n2N)s1
(10) CC1CCCCC1NC(=O)c1cncc(Br)c1 (stereo unspecified)
(13) CC(C)CC(=O)NN(C)c1nc(-c2ccccc2)nnc1C(F)(F)F
(16) COc1ccccc1-n1cnnc1SCC(=O)Nc1nc(C)c(Cl)cc1Cl
assay / compound,3,7,10,13,16
MT1-MMP txn act,1.1,1.1,1.3,1.1,1.1
Mac1 fbg enh,/,/,-3,0,61
ERa coact inh,-1,6,10,-2,-1
FAK blocker,1,-1,10,-2,2
ERb coact inh,0[fluorescence artefact?],-1,-8,-9,40
Mac1 fbg inh,/,/,-9,8,1
Ecoli WT expand,/,10,1,-2,-4
ERa SRC1 pot,117[fluorescence artefact?],88,96,111,90
PLAP act,/,0.9,0.9,0.9,1.4

# Later entries.
(17) O=C(NCc1ccco1)c1sc2ccccc2c1Cl
(18) COC(=O)[C@H](CCSC)NC(=O)N1CCN(Cc2ccccc2)CC1
(19) CCC(NC(=O)c1ccccc1O)c1ccccc1 (stereo unspecified)
(20) Cc1ccccc1-c1nnc(SCC(=O)Nc2cccc(C)c2C)o1
(21) CC1CN=C(N(C(=O)Nc2ccccc2)c2ccc(F)cc2)S1 (stereo unspecified)
(22) CCOC(=O)C1CCCN(C(=O)Nc2ccccc2)C1 (stereo unspecified)
(23) CCOC(=O)N1CCN(C(=O)/C(=C/c2ccccc2OC)NC(=O)c2ccccc2)CC1
(24) Cc1nnc(NC(=O)CSC2CCCCC2)s1
assay / compound,17,18,19,20,21,22,23,24
MT1-MMP txn act,1.5,0.9,1.1,1,/,1.2,/,1.1
Mac1 fbg enh,/,0,-5,0,4,-6,0,1
ERa coact inh,14,-8,7,-5,-7,2,/,12
FAK blocker,3,0,3,-3,-1,-4,1,/
ERb coact inh,8,-11,-7,6,-5,-20,/,-3
Mac1 fbg inh,/,-6,-1,5,8,2,-14,7
Ecoli WT expand,/,0,16,-4,6,3,-5,4
ERa SRC1 pot,106,125,100[fluorescence artefact?],124,111,104,/,85
PLAP act,/,1.6,0.9,1,1.1,0.9,1.2,1.1

# The list goes on (2 carried over from the part before).
(23) CCOC(=O)N1CCN(C(=O)/C(=C/c2ccccc2OC)NC(=O)c2ccccc2)CC1
(24) Cc1nnc(NC(=O)CSC2CCCCC2)s1
(25) COC(=O)c1cc(CC(=O)c2ccc(O)cc2O)c(C)o1
(26) CCOc1ccccc1NC(=O)CSc1nc2cccnc2n1C
(27) O=C(Nc1ccccc1C(=O)O)c1ccc2ccccc2n1
(28) Cc1ccc(C)c(Cc2c(C)nc3c(C(=O)NCc4ccc5c(c4)OCO5)cnn3c2C)c1
(29) COc1cc(Cl)ccc1S(=O)(=O)n1nc(C)cc1C
(30) Cc1ccc(C)n1-c1ccc(N2CCOCC2)cc1
(31) Cc1ccc2cc3c(N)c(C(=O)N4CCOCC4)sc3nc2c1
(32) CCn1cc(C2=NOC(C(=O)Nc3c(C)nn(Cc4ccc(F)cc4)c3C)C2)c(C)n1 (stereo unspecified)
assay / compound,23,24,25,26,27,28,29,30,31,32
MT1-MMP txn act,/,1.1,1.2,1.4,1.2,1,1.1,1.1,1.1,1
Mac1 fbg enh,0,1,/,-1,/,2,-1,/,-2,-2
ERa coact inh,/,12,-6,-18,1,10[fluorescence artefact?],-6,-7,-18[fluorescence artefact?],18
FAK blocker,1,/,-4,-1,-3,1,-1,4,0,/
ERb coact inh,/,-3,0[fluorescence artefact?],-12,91*[fluorescence artefact?],3[fluorescence artefact?],0,16,-3[fluorescence artefact?],6[fluorescence artefact?]
Mac1 fbg inh,-14,7,/,7,/,-13,18,/,-1,-31
Ecoli WT expand,-5,4,18,5,0,-2,-3,0,-9,2
ERa SRC1 pot,/,85,84,102,94,95,102,92[fluorescence artefact?],116[fluorescence artefact?],81
PLAP act,1.2,1.1,1,0.8,1.2,1.4,1.1,1.5,1.1,1.2

(33) CCOC(=O)c1c(CN2CCCCC2C)oc2ccc(OC)cc12 (stereo unspecified)
(34) CCOC(=O)c1c(C)[nH]c(C(=O)COC(=O)CSCC(=O)N(CC)CC)c1C
(35) O=C(Cn1nc(-c2cccc([N+](=O)[O-])c2)c2ccccc2c1=O)Nc1cccnc1
(36) Nc1nonc1C(=O)NCCNCc1ccccc1OCc1ccccc1F
(37) C/C(Cl)=C/Cn1c(N2CCCC2)nc2c1c(=O)n(C)c(=O)n2C
(38) Cc1cccc(NC(=O)c2c(F)c(F)c(F)c(F)c2F)c1
(39) COc1ccccc1NC1=NC(c2ccc(Cl)cc2)N=C(N)N1 (stereo unspecified)
(40) CS(=O)(=O)N1CCC(C(=O)Nc2ccccc2F)CC1
assay / compound,33,34,35,36,37,38,39,40
MT1-MMP txn act,1,1.2,1.3,1.1,0.9,1.1,0.5,1
Mac1 fbg enh,-5,-3,10,-1,-2,-2,-3,2
ERa coact inh,-32,-4,10,5,4,-9,-23,-1
FAK blocker,0,2,5,-2,-3,1,3,-1
ERb coact inh,-8,-2,-8,-5,7,-1,-25[fluorescence artefact?],-12[fluorescence artefact?]
Mac1 fbg inh,4,2,-8,18,-15,-7,0,-10
Ecoli WT expand,10,1,0,0,-11,-7,15,11
ERa SRC1 pot,110,118,75,124[fluorescence artefact?],94,81,102,112
PLAP act,1.4,1.2,1.1,1.5,1.5,1,2.2*,0.7

(41) COc1ccccc1N1CCN(CC(=O)Nc2c(C)n[nH]c2C)CC1
(42) CCN(CC)C(=O)Cn1nc(-c2ccccc2O)nc1SCC(=O)Nc1ccc(OC)cc1
(43) Cc1ccnc(NC(=O)C2CCN(S(=O)(=O)c3cccc4nonc34)CC2)c1
(44) O=C(c1cccc(F)c1)N1CCN(c2cccc(Cl)c2)CC1
(45) COC(=O)c1ccc(CSc2nnc3ccccn23)o1
(46) CCOC(=O)C1CCCN(Cc2ccc(O)c(OC)c2)C1 (stereo unspecified)
(47) CN(C)CCCNC(=O)c1cc(S(=O)(=O)N2CCOCC2)ccc1F
(48) CC(C)(C)NC(=S)Nc1ccc(Nc2ccccc2)cc1
assay / compound,41,42,43,44,45,46,47,48
MT1-MMP txn act,0.9,1.1,1,1.1,1.1,1.1,/,1.1
Mac1 fbg enh,/,1,3,-1,-2,-1,2,/
ERa coact inh,2,5[fluorescence artefact?],-1,-4,6,-20,/,10
FAK blocker,-1,4,1,1,0,/,-1,6
ERb coact inh,7,-2[fluorescence artefact?],3,-6,2,-7,/,1
Mac1 fbg inh,/,-30,3,-12,32,6,-2,/
Ecoli WT expand,-2,-10,2,9,2,1,-2,-1
ERa SRC1 pot,108,95,101,92,98,87,/,86
PLAP act,/,1.1,0.9,1.2,0.9,1,0.9,0.6

# Quoted from the listing.
# In Mac1 fbg enh, entry 43 has the entry 3
# In ERb coact inh, entry 45 has the entry 2

# (more compounds)
(49) CCC1Oc2ccc(C)cc2N(CC(=O)NCc2cc(OC)ccc2OC)C1=O (stereo unspecified)
(50) COc1ccccc1NC(=O)N1CCCC1C(=O)NC1CCCCC1 (stereo unspecified)
(51) COc1ccc(NC(=O)CN2CCC(n3c(C)nc4cc(F)ccc43)CC2)c(OC)c1
(52) CCOC(=O)c1c(NC(=O)Cn2nnc(-c3ccccc3Cl)n2)sc(C)c1C
(53) CCOC(=O)Cn1c(=O)c(-c2ccccc2N)nc2ccccc21
(54) O=C(Nc1ccccc1OC(F)F)c1ccc(F)cc1
(55) O=C(CN1CCN(C(c2ccccc2)c2ccccc2)CC1)N1CCOCC1
(56) Cc1ccc(NCc2nnc(SCC(=O)Nc3ncc(C)s3)n2CC2CCCO2)c(C)c1 (stereo unspecified)
(57) CN(C(=O)COC(=O)c1ccccc1Nc1ccccc1)C1CCS(=O)(=O)C1 (stereo unspecified)
(58) O=C(NCc1cccs1)c1ccc2c(c1)OCCO2
assay / compound,49,50,51,52,53,54,55,56,57,58
MT1-MMP txn act,1,1.1,1.2,1.2,1.1,1.1,1.2,1.1,1.3,1.5
Mac1 fbg enh,/,5,5,-4,/,2,-2,-4,-3,-1
ERa coact inh,5,-4,-1,-1,-7,-6,-7,-4,-4,-4
FAK blocker,/,0,2,-5,/,0,-1,2,2,-1
ERb coact inh,0,-8,9,-3,-12,-2,-6,0,-14,-3
Mac1 fbg inh,/,-6,6,1,/,-23,6,11,-12,-6
Ecoli WT expand,-2,3,4,-8,/,8,6,-9,-4,6
ERa SRC1 pot,116[fluorescence artefact?],106,121,110,107,94[fluorescence artefact?],126,107,121,108
PLAP act,0.7,1,1.1,1.1,/,0.8,1.8,1.6,1.3,1

# Screens deposited in PubChem BioAssay by several laboratories.
